MITF inh = inhibitors of human MITF. O75030. AlphaScreen MITF homodimerization, bead proximity signal. inhibition, % at 2.6 µM. hit rate 0.91% among 650,000; in the data active = inhibition above about 50%;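 note: 0% = vehicle wells with protein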
FBW7 act = human FBW7 E3 ligase activation, primary screen; Q969H0; AlphaScreen FBW7–phospho-cyclin E peptide binding, activator screen; normalized activity (activation), % at 26.1 µM; hit rate 0.13% among 650,000; in the data active = normalized activity above about 1.9%;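 note: purified mutant Fbw7 with reduced substrate affinity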
Target sequence (Q969H0 whole entry, looked up): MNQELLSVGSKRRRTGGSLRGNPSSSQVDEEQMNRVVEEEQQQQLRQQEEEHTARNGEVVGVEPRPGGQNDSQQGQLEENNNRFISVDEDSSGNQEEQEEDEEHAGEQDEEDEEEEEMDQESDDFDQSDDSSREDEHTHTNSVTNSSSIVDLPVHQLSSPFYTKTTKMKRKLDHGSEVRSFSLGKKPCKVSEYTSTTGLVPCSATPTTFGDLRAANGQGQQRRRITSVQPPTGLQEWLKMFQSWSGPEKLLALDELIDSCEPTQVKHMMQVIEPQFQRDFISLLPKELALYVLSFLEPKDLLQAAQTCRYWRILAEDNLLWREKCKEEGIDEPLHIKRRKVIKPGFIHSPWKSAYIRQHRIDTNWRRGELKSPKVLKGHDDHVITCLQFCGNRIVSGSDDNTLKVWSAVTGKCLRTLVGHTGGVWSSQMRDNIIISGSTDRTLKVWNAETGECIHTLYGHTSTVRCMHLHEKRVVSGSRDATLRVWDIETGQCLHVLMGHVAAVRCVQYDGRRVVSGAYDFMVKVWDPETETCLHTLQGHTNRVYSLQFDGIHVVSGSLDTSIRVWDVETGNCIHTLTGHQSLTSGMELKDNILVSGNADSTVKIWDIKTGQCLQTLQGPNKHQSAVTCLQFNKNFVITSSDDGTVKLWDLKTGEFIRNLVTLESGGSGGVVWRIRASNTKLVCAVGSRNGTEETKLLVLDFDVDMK
GPR151 activ = activates the human receptor GPR151; hit rate 1% among 650,000; PathHunter beta-arrestin GPR151 cells, luminescence; activation, % at 11.2 µM; Q8TDV0; in the data active = activation above about 4.9%;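 note: 0% = median of compound wells and 100% = cells with positive control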
TEAD-YAP block = TEAD-YAP interaction inhibition; HEK-TIYL cells, TEAD-Gal4/YAP UAS-luciferase luminescence; inhibition, % at 9.12 µM; hit rate 1.4% among 640,000; AID 1259422; in the data active = inhibition above about 32%;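 note: 0% = median of test compound wells and 100% = reference inhibitor wells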
Starred values were filed as active, the others as inactive; & = joins results of further samples.

No.	SMILES	MITF inh	FBW7 act	GPR151 activ	TEAD-YAP block
1	CC1=C(C(=O)OC2CCCC2)C(c2cccc(OCc3ccccc3)c2)C2=C(CCCC2=O)N1 (centres undefined)	7	0.5	-1.8	2
2	CCOC(=O)c1ccc(/C=N\O)[n+](C)c1	16	0.2	-0.6	-1
3	Cc1ccccc1-c1nnc(NC(=O)CSc2nncn2C)s1	3	0.1	-0.4	-1
4	O=C(NCc1ccccc1)c1cnc(Br)s1	-3	-0.1	-0.6	-1
5	COc1ccc2oc(=O)c(C(=O)N(C)C)cc2c1	-4	-0.2	0.9	-2
6	CC(C)CC1=NN2C(=N)/C(=C/c3ccc(-c4cc(Cl)cc(Cl)c4)o3)C(=O)N=C2S1	-18	-0.1	-1.5	0
7	COc1ccc(C(=O)c2sc3nc(C)cc(-c4cccs4)c3c2N)cc1	2	0.2	0.1	-2
8	COc1cccc(NC(=O)CCS(=O)(=O)c2cc3c(cc2Cl)NC(=O)CO3)c1	6	-0.1	-0.3	-1
9	COc1ccc(CNC(=O)c2cnn3c(C(F)(F)F)cc(-c4ccc(F)cc4)nc23)cc1	-10	0.1	-0.3	-4
10	CCSCCOC(=O)C1=C(C)NC2=C(C(=O)CCC2)C1c1cccc(Oc2ccccc2)c1 (centres undefined)	11	0.4	-0.3	3
11	Cc1sc(NC(=O)CSc2nnc3c(Cl)cc(Cl)cn23)c(C#N)c1C	13	0.1	-0.2	5
12	CCOC(=O)C1=C(N)N(c2cccc(C)c2)C2=C(C(=O)CC(C)(C)C2)C1c1cc(OC)c(OC)c(OC)c1 (centres undefined)	-2	0.0	-0.3	12
13	Nc1cccc(S(=O)(=O)NCc2ccco2)c1	13	-0.1	0.6	-12
14	O=C(COC(=O)c1cccc([N+](=O)[O-])c1)c1ccc(Cl)cc1	-9	-0.1	1.3	-2
15	Cc1c(CCO)c(=O)n2c([nH]c3ccccc32)c1C#N	34	-0.1	1.4	12
16	CCCCOc1ccc(CNC(=O)NS(=O)(=O)c2ccc(OC)cc2)cc1	13	-0.1	1.4	4
17	CCOCCOCCC(C(=O)OCC)P(=O)(c1ccccc1)c1ccccc1 (centres undefined)	-2	0.1	-1.0	0
18	CCCN1CCN(C(=O)C(NC(=O)c2ccco2)C(C)C)CC1 (centres undefined)	-2	0.0	2.0	-4
19	CCC1(C)OC(=O)N(n2cnnc2)C1(C)O (centres undefined)	-4	0.0	-1.7	-2
20	C=CCNC(=O)c1c(O)c2cccc3c2n(c1=O)CCC3	0	-0.1	2.6	-7
21	O=C(Nc1scc(-c2ccccc2)c1C(=O)O)c1cccc(Br)c1	-6	0.0	-7.2	-17
22	CC(=O)c1cccc(-c2nc(NCCCN3CCCC3=O)c3ncn(CCN4CCCC4=O)c3n2)c1	-7	-0.1	-1.1	0
23	COc1cccc(-c2cc(C(=O)NCCN3CCOCC3)no2)c1	-6	0.0	-0.1	8
24	O=C(Nn1c(SCC(=O)N2CCCc3ccccc32)nc2ccsc2c1=O)c1ccccc1	5	-0.1	0.9	-18
25	COc1ccc(C(=O)O)cc1NC(=S)NC(=O)c1cccc([N+](=O)[O-])c1C	12	-0.1	0.0	4
26	O=C(CCSc1ccccc1)NC(=O)COC(=O)c1ccc[n+]([O-])c1	-11	-0.1	0.9	0
27	CC(=O)/C(N=Nc1cccc(Cl)c1C)=C(\C)O	7	0.6	3.3	3
28	COCCCNC(=S)N1CCN(c2nc(C)nc3sc4c(c23)CCCC4)CC1	-2	0.0	0.9	7
29	CCOC(=O)C1=C(c2ccccc2)N=c2s/c(=C\c3c[nH]c4ccccc34)c(=O)n2C1c1cccc(OC)c1OC (centres undefined)	-8	0.1	0.7	-2
30	COc1ccc(S(=O)(=O)N(C)CC(N)=O)cc1	-21	-0.1	-0.6	4
31	CNC(=O)C(=O)NCC1OCCN1S(=O)(=O)c1cccs1 (centres undefined)	-3	0.6	-0.6	-6
32	COc1ccc2c(c1)-c1c(ssc1=S)C(C)(C)N2C(=O)CSC#N	14	0.3	-0.5	21
33	CCOC(=O)CSc1nc2sc(C(=O)O)c(C)c2c(=O)[nH]1	-7	-0.1	1.7	4
34	CN(C)C(=O)c1ccc2c(c1)CC(C(=O)Nc1ccc(-c3cn[nH]c3)cc1)CO2 (centres undefined)	-2	-0.1	-0.7	10
35	Cc1cccc(C(=O)Nc2c(C(N)=O)oc3ccccc23)c1	-6	-0.1	2.3	9
36	CCOc1cc(C2C3=C(CC(C)(C)CC3=O)OC3=C2C(=O)CC(C)(C)C3)c(Br)cc1O	6	0.0	4.8	16
37	CCSc1ccccc1C(=O)NCCCOc1cccc2cccnc12	-2	0.0	2.8	-3
38	CC(=O)OC1OCCOC1NC(=S)Nc1ccc(C)cc1 (centres undefined)	0&7	0.2&0.0	3.7&0.2	-1&10
39	CC1Cc2ccccc2N1C(=O)C1CCN(S(=O)(=O)Cc2ccccc2)CC1 (centres undefined)	4	0.0	2.2	6
40	COc1ccccc1CNC(=O)c1ccc(N2CC3CC(C2)c2cccc(=O)n2C3)c(NC(=O)c2ccc(Br)o2)c1 (centres undefined)	-2	-0.1	1.0	-2
41	COc1ccc(Br)cc1C(=O)Nc1nnn(C)n1	15	0.0	0.7	-1
42	CCC(=O)Nc1cccc(NC(=O)CSc2nnc(-c3ccncc3)n2C)c1	4	0.1	0.0	12
43	Cc1cccc2sc(NC(=O)c3ccc(Br)cc3)nc12	-1	0.0	1.3	0
44	Cc1ccc(-c2c(NCCN3CCN(Cc4ccccc4)CC3)c(=O)c2=O)cc1	20	-0.2	3.4	-2
45	COC(=O)C1=NNC2C(=O)N(c3cc(OC)ccc3OC)C(=O)C12 (centres undefined)	0	0.0	-0.8	-1
46	Cc1ccccc1-c1nc(-c2ccccc2Cl)no1	6	0.0	0.1	-5
47	CCc1c(C)[nH]c2nc3ccccc3n2c1=O	22	0.0	-0.2	4
48	O=C1N[C@@H](Cc2ccc(O)cc2)C(=O)N2CCN(C(=O)c3cccc4ccccc34)C[C@H]12	-20	-0.1	0.9	-7
49	N#Cc1ccsc1NC(=O)c1ccc2ccccc2c1	-12	0.1	-1.2	-33
50	COCc1ccc(C(=O)Nc2ccccc2C(=O)O)o1	-6	0.2	-2.3	-19

Going on with the list.
No.	SMILES	MITF inh	FBW7 act	GPR151 activ	TEAD-YAP block
51	O=C(OCC(=O)N1c2ccccc2Sc2ccccc21)c1ccc[n+]([O-])c1	-9	0.0	-1.0	-2
52	CCSc1nc2sc3c(c2c(=O)n1-c1ccc(OC)cc1)CC(C)(C)OC3	-2	0.0	-1.1	3
53	O=C(NCc1nnc2n1CCN(C(=O)/C=C/c1cccc(F)c1)CC2)c1ccncc1	4	0.1	-0.5	-1
54	COc1cc(NC(=O)CSc2ccc(C(=O)O)cn2)ccc1-n1cnnn1	8	-0.1	8.2*	10
55	CC(C)NC(=O)c1ccc(C(=O)C(F)(F)F)cc1	-9	0.3	5.6*	3
56	O=C(CCCCCn1c(=O)[nH]c2ccccc2c1=O)N1CCN(Cc2ccccc2)CC1	1	0.1	1.5	2
57	Cc1cc(OCC(=O)Nc2ccc(S(=O)(=O)NC(C)(C)C)cc2)ccc1Cl	-8	-0.1	0.3	4
58	CN(C)c1cccc(Nc2ccc(N3CCC(C(=O)Nc4ccccc4)CC3)nn2)c1	7	0.0	2.2	-11
59	CC(CCc1ccccc1)NC(=O)Cc1noc2ccccc12 (centres undefined)	-15	-0.1	0.2	-14
60	O=C(CSc1nnnn1C1CCCC1)c1ccc2c(c1)OCCO2	-3	-0.2	-0.4	-55
61	COc1cc(/C=C2/C(=O)NN(c3cccc(F)c3)C2=O)ccc1OC(=O)c1cccs1	-12	0.1	-3.2	14
62	Cc1c(C(=O)NN2CCOCC2)oc2ccccc12	-6	0.1	0.0	5
63	CCC(=O)Nc1cccc(C(=O)Nc2ccccc2C(=O)O)c1	12	0.3	-0.1	3
64	Cc1ccccc1OCCCC(=O)Nc1ccccc1	12	0.2	-1.1	-12
65	CC(C)CNc1nnnc2c1cnn2-c1ccccc1	-3	0.0	9.6*	-39
66	Cc1cc2c(cc3c(=O)n(CC(=O)NCCN(C(C)C)C(C)C)nc(C)n32)s1	0	0.0	-0.6	0
67	Cc1ccc(NC(=O)/C(=C/c2cccc([N+](=O)[O-])c2)NC(=O)c2cccs2)cc1Cl	3	0.0	0.0	5
68	COc1ccc(S(=O)(=O)N(CC(=O)Nc2ccc(OC)c(OC)c2)c2ccc(C)cc2)cc1	6	0.0	0.4	-1
69	COc1ccccc1C(=O)NNS(=O)(=O)c1ccc([N+](=O)[O-])cc1	12	0.1	-0.5	5
70	Fc1ccc(Nc2nc(N3CCCC3)c3[nH]cnc3n2)cc1	-1	-0.1	0.2	0
71	O=C(Cc1ccc(F)cc1)N1CCN(S(=O)(=O)C2CC2)CC1	6	0.0	0.1	-4
72	COc1ccccc1/C=C/C=C(\C#N)c1nnc2n1CCCCC2	1	-0.1	1.0	-16
73	Cc1ccc(NC(=O)CSc2nc(=O)n(Cc3ccco3)c3c2CCC3)cc1F	-14	0.0	6.6*	2
74	CCOC(=O)C(NC(=O)c1ccccc1Cl)(Nc1sc(C)c(CC)c1C#N)C(F)(F)F (centres undefined)	11	0.1	-0.6	-1
75	CC(C)N(CCNc1nc(NCCCN2CCCC2=O)nc2c1ncn2C1CCCCC1)C(C)C	9	0.1	1.5	12
76	Cc1nc2c(o1)N(c1ccccc1)C(N)=C(C#N)C2c1ccccc1 (centres undefined)	12	-0.7	1.8	4
77	CCc1cccc2c(CN3CCc4c(nc(C)[nH]c4=O)C3)c[nH]c12	-2	0.1	0.4	5
78	CCOC(=O)c1[nH]ncc1CN1CCCC(N2CCOCC2)C1 (centres undefined)	-23	0.2	-0.4	-5
79	CC(C)n1cnc2c(NCCO)nc(N3CCC(N4CCOCC4)CC3)nc21	-11	-0.1	1.1	-1
80	O=C(c1ccc(Br)o1)N1CCOC(c2ccccc2)C1 (centres undefined)	22	0.4	-1.3	-20
81	CCCc1c(C(=O)OCC)[nH]c2c1C(=O)CCC2	2	-0.5	0.8	-8
82	COc1ccc(C(=O)NC(=S)NC(C)(C)C)cc1[N+](=O)[O-]	0	-0.1	-0.4	-2
83	CC1=NN(c2ccc(Cl)c(C(=O)O)c2)C(=O)/C1=C\c1ccc(-c2ccccc2C(=O)O)o1	28	-0.1	0.1	9
84	Cc1cccc(N2C(=O)c3ccc(C(=O)OCC(C)C)cc3C2=O)c1	9	-0.2	-2.5	1
85	O=C(NCC1CCCO1)c1nc(-c2ccc(Cl)cc2)n2c1CCCCC2 (centres undefined)	8	-0.1	-0.9	13
86	Cn1c(N2CCC(C(=O)Nc3ncn[nH]3)CC2)nc2ccccc21	10	0.1	-0.1	-2
87	CSCCC(NS(=O)(=O)c1cccs1)C(=O)NCc1cccs1 (centres undefined)	-3	0.1	-0.9	12
88	Cc1cc(C)n2nc(C(=O)OCC(=O)Nc3ncccn3)nc2n1	16	-0.3	0.7	1
89	COC(=O)c1c(S(=O)(=O)NCC(C)C)sc2c1CCN(CC1CC1)C2	-12	0.2	1.2	-19
90	CCc1ccc(N2C(=O)CN(Cc3ccc(OC)c(OC)c3)C2=S)cc1	10	0.1	-1.7	-10
91	CCC(CO)NCC(O)COc1ccc(C(C)(C)C)cc1C (centres undefined)	26	0.0	-0.1	6
92	C=CCn1c(O)c(C=NCCCC(C)C)c(=O)[nH]c1=S	-18	-0.3	0.0	1

An excerpt of these results, with values under each structure.
Values run as follows: MITF inh | FBW7 act | GPR151 activ | TEAD-YAP block
91) CCC(CO)NCC(O)COc1ccc(C(C)(C)C)cc1C (centres undefined)
→ 26 | 0.0 | -0.1 | 6
87) CSCCC(NS(=O)(=O)c1cccs1)C(=O)NCc1cccs1 (centres undefined)
→ -3 | 0.1 | -0.9 | 12
83) CC1=NN(c2ccc(Cl)c(C(=O)O)c2)C(=O)/C1=C\c1ccc(-c2ccccc2C(=O)O)o1
→ 28 | -0.1 | 0.1 | 9
90) CCc1ccc(N2C(=O)CN(Cc3ccc(OC)c(OC)c3)C2=S)cc1
→ 10 | 0.1 | -1.7 | -10
88) Cc1cc(C)n2nc(C(=O)OCC(=O)Nc3ncccn3)nc2n1
→ 16 | -0.3 | 0.7 | 1
77) CCc1cccc2c(CN3CCc4c(nc(C)[nH]c4=O)C3)c[nH]c12
→ -2 | 0.1 | 0.4 | 5
80) O=C(c1ccc(Br)o1)N1CCOC(c2ccccc2)C1 (centres undefined)
→ 22 | 0.4 | -1.3 | -20

Screening data from PubChem.

Compounds as they come; 3.5% or so of the library scored in one or more.
